Assay outcomes: PubChem BioAssay, several laboratories
HTR5A ag ctr: activates human HTR5A in OPRM1-OPRD1 agonist counter-screen. hit rate 0.61% among 340,000. activation, % at 9.3 µM. HTR5A agonist assay, luminescence, cell-based. P47898; in the data active means activation mostly above about 9.5%, no sharp cut-off; inactive means mostly below about 7.6%;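 further: 0% = cells with vehicle only and 100% = reference agonist; strong numbers were not always called active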
Mot1-301 SUMO: inhibitors of SUMOylation pathway: yeast Mot1-301 growth rescue; hit rate 1% among 320,000; growth rescue, % at 18.8 µM; S. cerevisiae Mot1-301 growth rescue, ATP luminescence, 38.5C; percent above DMSO median, 100 means doubled;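 active means every valid replicate shows activation above 250% relative to neutral control wells; inactive means the rest, any valid replicate at or below 250%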;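 further: OY570 slx delta 5 strain wells were the positive control but not used for scaling; some compounds called inactive have numbers as strong as hits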
phage Ecoli inh: E. coli growth loss with phage present. AID 651602. inhibition, % at 11.9 µM. growth absorbance. hit rate 0.26% among 360,000; in the data active means inhibition above about 11%
E coli growth: bacterial growth inhibition, counter-screen for AddAB inhibitors; inhibition, % at 11.9 µM; AID 449728; E. coli V3065 growth, OD600 absorbance, 18 h; hit rate 0.27% among 330,000;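 active means inhibition above the campaign's mean inhibition across all tested compounds plus 3 SD, cut at about 9.9% in these data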;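 further: uninfected addAB+ strain grown without phage in ampicillin broth; 0% = DMSO wells and 100% = ciprofloxacin 0.95 µg/ml wells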
HTR5A inv ag: HTR5A inverse agonism, opioid heterodimer counter-screen. hit rate 0.083% among 340,000. HTR5A cell line, luminescence. inhibition, % at 9.3 µM. AID 504634; in the data active means inhibition mostly above about 23%, no sharp cut-off; inactive means mostly below about 18%;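 further: 0% = cells with DMSO and 100% = no-cell wells with DMSO; some compounds called inactive have numbers as strong as hits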
PKA-R1A act: PKA-R1A complex activation. PKA-R1A dissociation, Cy5-IP20 fluorescence polarization; scaled: DMSO 0%, 113 µM cGMP 100%. activation, % at 11.4 µM. hit rate 0.083% among 340,000;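 active means percent activation above the mean of all tested compounds plus 3 SD, cut at about 19% in these data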;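 further: higher means more PKAc released from R1A so a rise in polarization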
MOR-DOR ag: OPRM1-OPRD1 heterodimerization agonism; activation, % at 9.3 µM; P35372+P41143; hit rate 0.3% among 340,000; cells, luminescence; in the data active means activation above about 18%;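 further: 0% = vehicle-treated cells and 100% = reference agonist; values of inactives mirror those of a sister screen read the other way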
Target sequence (P35372 whole entry, looked up): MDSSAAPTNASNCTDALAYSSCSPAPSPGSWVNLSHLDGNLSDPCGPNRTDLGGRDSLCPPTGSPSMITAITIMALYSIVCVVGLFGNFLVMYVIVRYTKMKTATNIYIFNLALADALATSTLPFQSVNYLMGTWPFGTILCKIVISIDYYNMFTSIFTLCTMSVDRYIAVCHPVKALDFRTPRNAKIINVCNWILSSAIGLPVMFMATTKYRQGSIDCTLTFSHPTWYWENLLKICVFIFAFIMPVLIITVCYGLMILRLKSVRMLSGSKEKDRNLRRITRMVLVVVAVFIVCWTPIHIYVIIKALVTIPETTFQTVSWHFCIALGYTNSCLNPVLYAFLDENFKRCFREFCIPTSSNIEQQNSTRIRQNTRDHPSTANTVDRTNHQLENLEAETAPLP
Target sequence (P41143 whole entry, looked up): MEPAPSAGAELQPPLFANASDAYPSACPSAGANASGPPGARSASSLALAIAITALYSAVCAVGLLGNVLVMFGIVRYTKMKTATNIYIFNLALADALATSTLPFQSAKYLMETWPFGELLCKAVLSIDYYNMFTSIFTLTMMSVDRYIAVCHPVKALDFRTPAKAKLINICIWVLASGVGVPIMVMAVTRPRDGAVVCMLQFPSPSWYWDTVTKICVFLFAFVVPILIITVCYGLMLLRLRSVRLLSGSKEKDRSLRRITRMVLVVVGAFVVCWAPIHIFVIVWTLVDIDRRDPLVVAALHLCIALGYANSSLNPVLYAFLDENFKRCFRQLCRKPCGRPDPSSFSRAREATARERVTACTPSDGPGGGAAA
OPRM1-OPRD1 inv: inverse agonists of human mu-delta opioid receptor heterodimerization; AID 504357; hit rate 0.21% among 340,000; cell-based MOR-DOR heterodimer luminescence, inverse agonism; inhibition, % at 9.3 µM; P35372+P41143; in the data active means inhibition above about 22%, passing the limit was not always enough;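 further: 0% = cells with DMSO and 100% = wells without cells with DMSO; values of inactives mirror those of a sister screen read the other way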
PfHsp90 set2: inhibits growth of yeast expressing Plasmodium falciparum Hsp90. AID 504621. S. cerevisiae expressing PfHsp90, BacTiter-Glo ATP, 48 h; yeast lacking PDR1 and PDR3 efflux regulators. inhibition, % at 9.4 µM. hit rate 0.32% among 310,000;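 active means every replicate shows inhibition above about 80%, whatever the replicate mean, limit read from the data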;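 further: 0% = DMSO neutral controls and 100% = 20 µM radicicol positive controls; yeast relying on Plasmodium falciparum Hsp90 in place of its own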
Pemphigus Ab inh: blocks pemphigus antibody binding to human desmoglein-3 | P32926 | DSG3-coupled beads, scFv-anti-DSG3-GFP binding, flow cytometry; hits give low values | binding (percent of control), % at 10 µM | hit rate 0.48% among 310,000 | AID 588358;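 active means binding more than 3 SD below its plate's average and above zero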;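 further: hits lower antibody fragment binding to DSG3; some compounds called inactive have numbers as strong as hits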
AddAB inh: less growth of phage-infected E. coli with AddAB. inhibition, % at 11.9 µM. AID 435030. E. coli expressing H. pylori AddAB, absorbance growth. hit rate 0.29% among 330,000; in the data active means inhibition above about 12%;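 further: 0% = vehicle wells of infected cells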
Numbers without * were called inactive; . = not tested or not shown. An unsorted share of the library. Share with any hit: about 3.2%.

#1 O=C(NC1CCCC1)c1ccc(Cl)s1
#2 COC(=O)[C@H]1[C@H](C(=O)OC)[C@@H](C(=O)OC)N(c2ccc(OC)cc2)[C@@H]1C(=O)OC
#3 COc1ccc(N2CCN(C3CCCN(C(=O)CN4CCOC4=O)C3)CC2)cc1 (stereo not given)
#4 CCC1Nc2ncnc(N3CCOCC3)c2N(Cc2ccccc2)C1=O (stereo not given)
#5 CC1CCN(c2c(NCC3CCC(C(=O)N4CCCC(C)C4)CC3)c(=O)c2=O)CC1 (stereo not given)
#6 CCOC(=O)c1ccc(S(=O)(=O)n2c(=O)oc3ccccc32)cc1

assay / compound	1	2	3	4	5	6
HTR5A ag ctr	0	-3	-5	-1	9	-2
Mot1-301 SUMO	0	4	42	1	-9	-12
phage Ecoli inh	-0.1	1.2	3.1	1.7	-0.1	2.6
E coli growth	-0.4	2.4	-1.4	-0.7	0.5	0.5
HTR5A inv ag	-7	4	9	-13	-26	-14
PKA-R1A act	9	-3	-3	-7	-8	-4
MOR-DOR ag	-1.8	-1.4	-2.0	-2.1	-0.9	-2.7
OPRM1-OPRD1 inv	12	7	11	12	6	10
PfHsp90 set2	1	8	-17	2	5	5
Pemphigus Ab inh	102	.	99	105	102	.
AddAB inh	-1.9	2.3	-1.0	5.0	2.6	2.6

#7 Cc1ccc(NC(=O)CNC(=O)OCc2ccccc2)cc1C
#8 COc1cc(SC)ccc1C(=O)OCC(=O)NCC(C)C
#9 CCOC(=O)c1cccc(NC(=O)C2CCCN(S(=O)(=O)c3cnc[nH]3)C2)c1 (stereo not given)
#10 COCc1cc(N2CCCCC2)nc(-c2ccccc2)n1
#11 O=C(OC1CCOC1=O)c1ccccc1C(=O)c1ccc(Cl)c([N+](=O)[O-])c1 (stereo not given)
#12 COc1ccc(NC(=O)C2CCCN2S(=O)(=O)c2ccc3c(c2)CCC(=O)N3)cc1 (stereo not given)

assay / compound	7	8	9	10	11	12
HTR5A ag ctr	6	4	1	4	-4	-2
Mot1-301 SUMO	-12	-14	4	73	7	147
phage Ecoli inh	1.1	0.5	2.1	4.8	.	2.3
E coli growth	-0.8	2.7	-0.9	-1.3	0.3	-2.3
HTR5A inv ag	-14	-7	-4	-15	9	5
PKA-R1A act	3	-9	9	6	-1	8
MOR-DOR ag	-0.9	0.0	-0.5	6.8	5.4	-1.6
OPRM1-OPRD1 inv	4	0	3	-35	-21	8
PfHsp90 set2	-15	8	-9	-4	-5	5
Pemphigus Ab inh	98	107	105	98	.	103
AddAB inh	3.4	-0.7	0.9	3.9	1.1	2.9

#13 O=C1SCCC1NS(=O)(=O)c1ccc([N+](=O)[O-])cc1 (stereo not given)
#14 COc1cc(-c2c(C#N)c(N)nc3[nH]c(=S)[nH]c(=O)c23)ccc1O
#15 Cc1ccc(S(=O)(=O)C2(C(=O)NCc3ccc4c(c3)OCO4)CC2)cc1
#16 O=C(NCCCNC(=O)c1cccnc1)c1ccc(Cl)cc1
#17 CCOc1cccc(CN2CCC(n3nccc3NC(=O)c3ccc4c(c3)OCO4)CC2)c1
#18 CCCCn1c(N)c(N(CCC(C)C)C(=O)c2ccc3ccccc3c2)c(=O)[nH]c1=O

assay / compound	13	14	15	16	17	18
HTR5A ag ctr	1	0	0	2	-4	1
Mot1-301 SUMO	23	305	8	-3	5	-2
phage Ecoli inh	1.0	2.1	3.0	-3.7	-0.6	1.5
E coli growth	-1.3	1.3	1.0	-0.5	2.3	0.0
HTR5A inv ag	-1	-1	0	-6	10	-2
PKA-R1A act	-6	-4	-1	-5	-8	-8
MOR-DOR ag	2.9	-1.9	-1.4	0.1	1.5	-1.5
OPRM1-OPRD1 inv	-16	9	8	0	-6	8
PfHsp90 set2	-6	9	29	-32	20	7
Pemphigus Ab inh	105	96	98	.	116	100
AddAB inh	-1.1	0.7	2.0	3.7	3.4	0.5

#19 CCOC(=O)N/N=C/c1ccc(C)o1
#20 Nc1nc(NCc2ccccc2Cl)n(-c2ccccc2)n1
#21 c1ccc(-c2cnc(-c3ccccc3)nn2)cc1
#22 CC(O)c1c(-c2ccccc2)nn(C)c1Cl (stereo not given)
#23 COC(=O)CCC(=O)N1CCc2cc(S(=O)(=O)N3CCc4ccccc43)ccc21
#24 CCOc1ccc(CC(=O)C2C(=O)CC(C)(C)CC2=O)cc1OCC

assay / compound	19	20	21	22	23	24
HTR5A ag ctr	5	-2	-3	5	-4	-5
Mot1-301 SUMO	46	29	295	18	0	-6
phage Ecoli inh	2.0	3.4	-2.3	0.3	3.0	1.2
E coli growth	-1.3	0.0	-2.1	0.7	0.7	-0.5
HTR5A inv ag	12	7	-5	-15	9	20
PKA-R1A act	-13	-9	0	0	-5	-5
MOR-DOR ag	0.2	-4.0	-1.0	-2.1	-4.0	0.5
OPRM1-OPRD1 inv	-1	19	6	12	17	-3
PfHsp90 set2	-16	1	9	8	11	-28
Pemphigus Ab inh	106	105	98	103	.	.
AddAB inh	0.9	2.8	2.4	5.6	1.4	-1.1

#25 CC(NC(C(=O)c1ccccc1)c1ccccc1)c1ccccc1 (stereo not given)
#26 CCn1cc(C(=O)N(C)c2cc(C)ccc2OC)c2cc(OC)c(OC)cc2c1=O
#27 O=C(NCC(=O)N1CCN(S(=O)(=O)c2cccc(F)c2)CC1)c1ccc(Br)o1
#28 COc1ccc(OC)c(NC(=O)c2nc(-c3ccccc3)oc2C)c1
#29 c1ccc(Nc2nc(-c3ccncc3)cs2)nc1
#30 CS(=O)(=O)N(CC(=O)Nc1ccccc1C(=O)N1CCCC1)c1ccc2c(c1)OCO2

assay / compound	25	26	27	28	29	30
HTR5A ag ctr	6	-2	2	4	1	-3
Mot1-301 SUMO	.	-25	2	-26	171	822*
phage Ecoli inh	2.0	0.1	1.6	2.7	1.5	2.1
E coli growth	.	1.0	0.4	-0.5	3.0	-4.1
HTR5A inv ag	-23	9	12	27	-5	-1
PKA-R1A act	-10	-8	1	-22	-2	-6
MOR-DOR ag	-5.0	-0.6	0.0	-1.0	-2.5	-1.8
OPRM1-OPRD1 inv	25	3	0	5	14	9
PfHsp90 set2	-12	6	.	-23	13	9
Pemphigus Ab inh	.	98	104	83*	111	99
AddAB inh	.	-1.5	0.1	-1.8	-0.5	0.5

#31 CCOC(=O)N1CCN(C(=O)c2cc3c(s2)-c2ccccc2OC3)CC1
#32 COc1cc(OC)cc(C(=O)Nc2cccc(NC(C)=O)c2)c1
#33 CCN(CC)CCCNC(=S)N(CCO)Cc1cc2cc3c(cc2[nH]c1=O)OCO3
#34 O=C1C(C=NCCCN2CCCC2=O)=C(O)c2ccccc21
#35 CN(CC(=O)NCc1cccnc1)S(=O)(=O)c1cc(Cl)ccc1Cl
#36 Cc1ccc(C)c(S(=O)(=O)NCC(=O)Nc2ccc3c(c2)OCO3)c1

assay / compound	31	32	33	34	35	36
HTR5A ag ctr	7	-6	2	18*	-2	3
Mot1-301 SUMO	-1	11	-4	-16	249	3
phage Ecoli inh	3.6	3.3	2.2	-1.6	1.8	2.0
E coli growth	1.6	0.0	-1.3	1.0	-0.1	.
HTR5A inv ag	-17	0	-9	-7	-5	-7
PKA-R1A act	-7	-7	-10	5	-4	-2
MOR-DOR ag	3.2	-0.8	-1.6	-0.8	-3.0	-1.8
OPRM1-OPRD1 inv	-18	4	7	4	16	6
PfHsp90 set2	7	20	-4	.	.	12
Pemphigus Ab inh	95	86	100	107	101	103
AddAB inh	0.2	1.1	-3.3	3.4	-1.9	.

#37 COc1ccc(CSc2ncnc3sccc23)cc1F
#38 CC(C)(C)n1nnnc1C(c1cccc(C#N)c1)N1CCC(Cc2ccccc2)CC1 (stereo not given)
#39 Cc1ccc(N2CC(C(=O)Nc3nnc(SCC(=O)Nc4nc(C)cs4)s3)CC2=O)cc1 (stereo not given)
#40 Cc1nc(-c2ccccn2)nc(SCC(=O)c2ccc(F)cc2)c1Cl
#41 COc1ccc2cc3cc(C(=O)N(C)C4CCCCC4)oc3nc2c1
#42 O=C(Nc1ccccc1C(=O)N1CCCCC1)c1cccs1

assay / compound	37	38	39	40	41	42
HTR5A ag ctr	0	5	4	8	0	3
Mot1-301 SUMO	308	6	-11	9	5	-16
phage Ecoli inh	0.9	3.3	3.1	-3.2	.	3.7
E coli growth	5.4	-0.6	-0.1	-4.3	-2.6	-0.1
HTR5A inv ag	0	5	-12	9	-2	0
PKA-R1A act	-7	-5	-9	-11	-9	-5
MOR-DOR ag	-0.6	-0.3	0.0	-2.0	1.0	2.6
OPRM1-OPRD1 inv	3	2	0	10	-5	-14
PfHsp90 set2	-62	-22	-13	14	-5	-5
Pemphigus Ab inh	103	83	81	.	98	98
AddAB inh	2.3	2.5	-0.2	-2.6	-0.3	3.0

#43 O=C(CNc1ccc(F)cc1)c1ccccc1
#44 Cc1ccc(SCCN2CCN(C)CC2)cc1
#45 CCCCn1c(N)c(N(CCC(C)C)C(=O)c2ccc3c(c2)OCO3)c(=O)[nH]c1=O
#46 O=C(NCc1ccco1)c1ccc2c(c1)N(Cc1ccccc1)C(=O)CS2
#47 O=C(O)/C(=C\c1cccc(O)c1)c1ccc(S(=O)(=O)N2CCCC2)s1
#48 CC(C)C(=O)Nc1cccc(C(=O)NCc2ccc(S(N)(=O)=O)cc2)c1

assay / compound	43	44	45	46	47	48
HTR5A ag ctr	-6	10	-1	-1	3	2
Mot1-301 SUMO	7	-3	0	-9	13	-17
phage Ecoli inh	4.1	2.7	5.2	-0.6	0.0	1.2
E coli growth	-2.7	-2.1	0.6	-0.2	-0.5	2.4
HTR5A inv ag	14	-23	1	-7	-10	6
PKA-R1A act	1	4	-10	1	-4	0
MOR-DOR ag	-5.7	2.6	2.9	-1.1	-1.9	-0.7
OPRM1-OPRD1 inv	37*	-14	-16	6	10	3
PfHsp90 set2	-8	13	-72	18	14	-6
Pemphigus Ab inh	86	105	117	105	100	92
AddAB inh	0.7	3.3	-1.0	3.1	0.8	1.7

#49 CCCCNC(=O)CCn1nc(-c2ccccc2)c2ccccc2c1=O
#50 O=C(O)CSc1nnc(-c2cccnc2)n1Cc1ccccc1
#51 COCc1nnc(NS(=O)(=O)c2c(C)cc(C)cc2C)s1
#52 COC(=O)c1ccccc1Oc1cc(C(F)(F)F)nc(-c2ccccn2)n1
#53 CCOc1ccccc1NC(=O)CC(O)(C(F)(F)F)C(F)(F)F
#54 COc1ccc(NC(C)=O)cc1NC(=O)c1ccc2ccccc2c1
#55 COc1ccccc1C(=O)Nc1ccccc1SC(=O)c1ccccc1OC

assay / compound	49	50	51	52	53	54	55
HTR5A ag ctr	0	1	-7	1	6	1	5
Mot1-301 SUMO	213	-3	9	280	-29	-4	4
phage Ecoli inh	.	1.7	-0.6	0.0	2.6	3.5	2.5
E coli growth	-1.0	-2.0	-1.5	-1.0	-0.4	2.1	1.3
HTR5A inv ag	0	15	16	-25	-26	-1	-18
PKA-R1A act	-8	-8	0	-7	8	0	-1
MOR-DOR ag	-3.3	-3.0	-2.9	-1.6	-1.4	1.0	-1.4
OPRM1-OPRD1 inv	15	17	14	8	8	-5	8
PfHsp90 set2	-21	-4	.	-7	-15	1	-40
Pemphigus Ab inh	99	102	103	111	99	102	95
AddAB inh	-1.9	-0.4	-1.9	-0.2	4.4	3.1	0.9
